14-3-3g Raf = 14-3-3 gamma protein interaction modulation. P61981. FP, 14-3-3gamma / TMR-pS259-Raf peptide binding. inhibition, % at 40 µM. actives 0.19% (n = 160,000). AID 422; in the data active means inhibition above about 30%;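 further: 0% = protein plus tracer without compound and 100% = blank with tracer alone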
Target sequence (P61981 whole entry, looked up): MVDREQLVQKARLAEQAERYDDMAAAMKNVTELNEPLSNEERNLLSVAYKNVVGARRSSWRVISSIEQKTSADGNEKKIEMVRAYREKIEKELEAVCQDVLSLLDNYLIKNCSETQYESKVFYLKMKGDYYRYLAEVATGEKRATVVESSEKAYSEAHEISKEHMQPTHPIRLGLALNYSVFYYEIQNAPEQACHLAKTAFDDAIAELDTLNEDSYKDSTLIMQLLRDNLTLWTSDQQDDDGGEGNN
Numbers without * were called inactive; & = joins results of further samples.

1: Cn1c(C(=O)NC2CCCC2)cc2c(=O)n(C)c3ccccc3c21
  14-3-3g Raf: -3
2: Cc1ccc(CNC(=O)c2c[nH]n3c(=O)cc(CSc4ccc(Cl)cc4)nc23)cc1
  14-3-3g Raf: -11
3: COc1ccc(N2C(=O)c3ccc(C(=O)c4cccc([N+](=O)[O-])c4)cc3C2=O)cc1
  14-3-3g Raf: -1
4: Cc1nc2cc(C(=O)O)ccc2n1-c1ccccc1
  14-3-3g Raf: -3&-77
5: COc1ccc(C(C)=O)cc1CSc1nc2cc(C(=O)NCc3ccco3)ccc2c2nc3ccccc3n12
  14-3-3g Raf: -10
6: O=C(CSc1nc2ccccc2c(=O)n1CC1CCCO1)N1CCN(c2ccccc2)CC1 (stereo not drawn)
  14-3-3g Raf: -3
7: Cc1sc2nc(SCC(=O)c3ccc(Br)cc3)[nH]c(=O)c2c1C
  14-3-3g Raf: -5
8: Cc1cc(NC(=O)c2ccc(S(=O)(=O)N(C)C)cc2)no1
  14-3-3g Raf: 3
9: Cc1nc2nc(SCC(=O)N3CCOCC3)nn2c(C)c1Cc1ccccc1
  14-3-3g Raf: 0
10: O=C(c1cc2c(=O)[nH]c3ccccc3c2s1)N1CCCC1
  14-3-3g Raf: -26
11: O=C1CC(c2ccc3ccccc3c2)c2ccc3ccccc3c2N1 (stereo not drawn)
  14-3-3g Raf: -8
12: CC1CCCN(CCC(=O)Nc2ccccc2)C1 (stereo not drawn)
  14-3-3g Raf: 0
13: O=C(CSc1nnc2ccccn12)c1ccc(OC(F)F)cc1OC(F)F
  14-3-3g Raf: -3
14: Cc1nnc(NC(=O)CSc2nc3c(c(=O)n2-c2ccc(F)cc2)SCC3)s1
  14-3-3g Raf: -17
15: COc1cc(C2C(C(=O)OC(C)C)=C(C)NC3=C2C(=O)CC(c2cccs2)C3)cc([N+](=O)[O-])c1O (stereo not drawn)
  14-3-3g Raf: -4

As entered above:
#8 | 14-3-3g Raf = 3
#2 | 14-3-3g Raf = -11

Additional results
16: OC(c1ccccc1)c1n[nH]c(=S)n1-c1ccccc1 (stereo not drawn)
  14-3-3g Raf: -4
17: CN1CCN(Cc2c(O)ccc3cc(-c4nc5ccccc5n4C)c(=O)oc23)CC1
  14-3-3g Raf: -18
18: O=C(COc1ccc2ccccc2c1)Nc1nc(C23CC4CC(CC(C4)C2)C3)cs1
  14-3-3g Raf: -5
19: CCCn1nnc(NC(=O)Cc2ccc(Cl)cc2)n1
  14-3-3g Raf: -8
20: C=CCSc1ncccc1C(=O)NCCC1=CCCCC1
  14-3-3g Raf: -3
21: COc1ccc(N(Cc2cc(=O)[nH]c3ccccc23)C(=O)c2ccco2)cc1
  14-3-3g Raf: -4
22: COc1cc2c(cc1OC)C(c1ccco1)CC(=O)N2 (stereo not drawn)
  14-3-3g Raf: -4
23: COc1ccc(CCn2c(=O)[nH]c3cc(C(=O)NC4CCCC4)ccc3c2=O)cc1OC
  14-3-3g Raf: -4
24: COc1nsc(Br)c1C#N
  14-3-3g Raf: -3
25: Cc1ccc(-c2ncnn2-c2sc3c(c2C#N)CCCCC3)cc1
  14-3-3g Raf: -13
26: Cc1ccc(CCNC(=O)C2CCCN(C(=O)c3cc4sccc4n3C)C2)cc1 (stereo not drawn)
  14-3-3g Raf: -4
27: CCOc1ccccc1NC(=O)COc1ccc(Br)c(C)c1
  14-3-3g Raf: -10
28: CCNC(=O)CC1C(=O)N(c2ccc(C)cc2)C(=O)N1Cc1ccccn1 (stereo not drawn)
  14-3-3g Raf: -5
29: CCCCCn1c(C(C)NC(=O)c2cccc(C)c2)nc2ccccc21 (stereo not drawn)
  14-3-3g Raf: 1
30: CCCS(=O)(=O)N1CCC(C(=O)NCc2ccc(F)cc2)CC1
  14-3-3g Raf: -4

31: CCCCOC(=O)c1ccc(N2C(=O)CC(N3CCN(c4ccc(OC)cc4)CC3)C2=O)cc1 (stereo not drawn)
  14-3-3g Raf: -14
32: Cc1nnc(SCC(=O)N2c3ccccc3C(C)(c3ccc(Br)cc3)CC2(C)C)s1 (stereo not drawn)
  14-3-3g Raf: -1
33: Nn1c(COc2ccccc2)nc2ccccc2c1=O
  14-3-3g Raf: -5
34: NC(=O)c1nc(C(N)=O)c(C(=O)O)cc1C(=O)O
  14-3-3g Raf: 4
35: C#CCNc1c(C)c(C)nc2ncnn12
  14-3-3g Raf: -2
36: CCC(=O)N1c2ccc(S(=O)(=O)N(CCO)Cc3ccccc3)cc2CC1C (stereo not drawn)
  14-3-3g Raf: -1
37: N#Cc1cc2c(nc1S(=O)Cc1ccc(Cl)cc1)CCCC2 (stereo not drawn)
  14-3-3g Raf: 5
38: Cc1ccccc1Cn1c(=O)c(CCC(=O)NC(C)c2ccccc2)nc2ccccc21 (stereo not drawn)
  14-3-3g Raf: -8
39: CN(C(=O)CN1C(=O)c2ccccc2C1=O)C1CCCCC1
  14-3-3g Raf: -35
40: COc1ccc(C(c2sc3nc(C)nn3c2O)N2CC(C)OC(C)C2)cc1OC (stereo not drawn)
  14-3-3g Raf: -4
41: CC1(C)C(=O)Nc2ccccc2N1C(=O)COc1ccc(S(=O)(=O)N2CCOCC2)cc1Cl
  14-3-3g Raf: -10
42: Cc1ccc(OCC(=O)N2N=C(c3ccc(Br)cc3)CC2(O)C(F)(F)F)cc1C (stereo not drawn)
  14-3-3g Raf: 0
43: CC(C)CN(CC(C)C)C(=O)C1CCN(S(=O)(=O)c2cnc[nH]2)CC1
  14-3-3g Raf: -1
44: O=C(c1ccccc1Br)N1CCC(Cc2ccccc2)CC1
  14-3-3g Raf: 5
45: Clc1ccc(-c2nc3ncccn3c2Nc2ccc3c(c2)OCCO3)cc1
  14-3-3g Raf: -4

Some of the entries so far, tab-delimited.
no.	mol	14-3-3g Raf
15	COc1cc(C2C(C(=O)OC(C)C)=C(C)NC3=C2C(=O)CC(c2cccs2)C3)cc([N+](=O)[O-])c1O (stereo not drawn)	-4
16	OC(c1ccccc1)c1n[nH]c(=S)n1-c1ccccc1 (stereo not drawn)	-4

New compounds follow:
46: Cc1cc(OCC(=O)N2CCN(c3ccc([N+](=O)[O-])cc3)CC2)ccc1Cl
  14-3-3g Raf: -15
47: COc1ccc(Nc2ccccc2)c(C)c1
  14-3-3g Raf: -11
48: CCOc1ccc(NC(=O)CSc2nnc3scc(-c4ccccc4)n23)cc1
  14-3-3g Raf: -8
49: O=C(CSc1nn2c(SCC(=O)c3cccs3)nnc2s1)c1cccs1
  14-3-3g Raf: -80
50: FC(F)Oc1ccccc1C1C=C(c2ccc(I)cc2)Nc2nnnn21 (stereo not drawn)
  14-3-3g Raf: 6
51: CCCOc1ccc(C(C)(C#N)CC#N)cc1 (stereo not drawn)
  14-3-3g Raf: -7
52: Cn1c2ccccc2c2n[nH]c(=S)nc21
  14-3-3g Raf: -3
53: COC(=O)c1ccc2c(=O)n(CCN3CCOCC3)c(SCC(=O)c3ccccc3)nc2c1
  14-3-3g Raf: -9
54: Cc1ccc(C(=O)O)cc1NC(=O)c1cc(=O)c2ccccc2o1
  14-3-3g Raf: -8
55: C=CCN1C(=O)C(CCCC)NC1=S (stereo not drawn)
  14-3-3g Raf: -5
56: CC(C)c1nnc(NC(=O)C2CCCCC2)s1
  14-3-3g Raf: -1
57: COC(=O)c1ccccc1NC(=O)c1ccc(N2CC3CC(C2)c2cccc(=O)n2C3)c(NC(=O)c2ccncc2)c1 (stereo not drawn)
  14-3-3g Raf: -6
58: COc1ccc(C2CC(=O)C3=C(C2)NC(C)=C(C(=O)OCC(C)C)C3c2cc3c(cc2Cl)OCO3)cc1 (stereo not drawn)
  14-3-3g Raf: 4
59: O=C1c2ccc(Oc3ccc([N+](=O)[O-])cc3)cc2C(=O)N1CC1CCCO1 (stereo not drawn)
  14-3-3g Raf: -9
60: COc1cccc(C(=O)CN2C(=O)C(C)(C)Oc3ccc(C(=O)N4CCCCCC4)cc32)c1
  14-3-3g Raf: -4

61: CCCN(CCC)S(=O)(=O)c1ccc(C(=O)N2CC(=O)Nc3ccc(Cl)cc3C2c2ccccc2)cc1 (stereo not drawn)
  14-3-3g Raf: -3
62: Clc1ccccc1OCc1nc(-c2ccccn2)no1
  14-3-3g Raf: 0
63: Cc1nnc(SCC(=O)Nc2ccc3ccccc3c2)s1
  14-3-3g Raf: 0
64: CC1=NC(C(F)(F)F)(C(F)(F)F)c2c(n(Cc3ccccc3)c(=O)[nH]c2=O)N1
  14-3-3g Raf: -8
65: CCc1ccc(-n2c(=O)c3c(C)c(C(=O)N(C)C)sc3n(CC(=O)Nc3cc(Cl)ccc3OC)c2=O)cc1
  14-3-3g Raf: -9
66: Cc1ccc(C)c(NC(=O)CSc2c[nH]c3ccccc23)c1
  14-3-3g Raf: -10
67: COc1ccccc1Oc1c(F)c(F)nc(N2CCCC2)c1F
  14-3-3g Raf: -3
68: CCc1cccc(CC)c1NC(=O)CN1CCN(c2ccccc2)CC1
  14-3-3g Raf: -5
69: Cc1ccc2oc(-c3cc(NC(=O)c4cccc(F)c4)ccc3O)nc2c1
  14-3-3g Raf: -47
70: Cc1cc(N2CCOCC2)nc2ccc(NC(=O)CCC(=O)N3CCCC(C)C3)cc12 (stereo not drawn)
  14-3-3g Raf: -1&2
71: COC(=O)c1c(NC(=O)CCN2CCN(C)CC2)sc2c1CCC2
  14-3-3g Raf: -9
72: COc1ccc(OC)c(C(=O)Cc2cc3ccccc3oc2=O)c1
  14-3-3g Raf: 1
73: COc1ccc(-c2nc(=S)[nH][nH]2)cc1
  14-3-3g Raf: -4
74: CCC(c1nnc(SCC(=O)N2CC(=O)Nc3ccccc32)n1Cc1ccccc1)N(C)C (stereo not drawn)
  14-3-3g Raf: -4
75: CC(NC(=O)CCc1cn(C)c2ccccc12)c1ccccc1 (stereo not drawn)
  14-3-3g Raf: -2
76: CC1CCC(NC(=O)c2ccc3c(c2)NC(=O)CS3)CC1 (stereo not drawn)
  14-3-3g Raf: 5
77: COc1ccc(Nc2ccc(N3C(=O)C4CC=CCC4C3=O)cc2[N+](=O)[O-])cc1OC (stereo not drawn)
  14-3-3g Raf: 0

Compounds above that have four or more nitrogen atoms, in the order listed:
2: Cc1ccc(CNC(=O)c2c[nH]n3c(=O)cc(CSc4ccc(Cl)cc4)nc23)cc1
  14-3-3g Raf: -11
5: COc1ccc(C(C)=O)cc1CSc1nc2cc(C(=O)NCc3ccco3)ccc2c2nc3ccccc3n12
  14-3-3g Raf: -10
6: O=C(CSc1nc2ccccc2c(=O)n1CC1CCCO1)N1CCN(c2ccccc2)CC1 (stereo not drawn)
  14-3-3g Raf: -3
9: Cc1nc2nc(SCC(=O)N3CCOCC3)nn2c(C)c1Cc1ccccc1
  14-3-3g Raf: 0
14: Cc1nnc(NC(=O)CSc2nc3c(c(=O)n2-c2ccc(F)cc2)SCC3)s1
  14-3-3g Raf: -17
17: CN1CCN(Cc2c(O)ccc3cc(-c4nc5ccccc5n4C)c(=O)oc23)CC1
  14-3-3g Raf: -18
19: CCCn1nnc(NC(=O)Cc2ccc(Cl)cc2)n1
  14-3-3g Raf: -8
25: Cc1ccc(-c2ncnn2-c2sc3c(c2C#N)CCCCC3)cc1
  14-3-3g Raf: -13
28: CCNC(=O)CC1C(=O)N(c2ccc(C)cc2)C(=O)N1Cc1ccccn1 (stereo not drawn)
  14-3-3g Raf: -5
35: C#CCNc1c(C)c(C)nc2ncnn12
  14-3-3g Raf: -2
40: COc1ccc(C(c2sc3nc(C)nn3c2O)N2CC(C)OC(C)C2)cc1OC (stereo not drawn)
  14-3-3g Raf: -4
43: CC(C)CN(CC(C)C)C(=O)C1CCN(S(=O)(=O)c2cnc[nH]2)CC1
  14-3-3g Raf: -1
45: Clc1ccc(-c2nc3ncccn3c2Nc2ccc3c(c2)OCCO3)cc1
  14-3-3g Raf: -4
48: CCOc1ccc(NC(=O)CSc2nnc3scc(-c4ccccc4)n23)cc1
  14-3-3g Raf: -8
49: O=C(CSc1nn2c(SCC(=O)c3cccs3)nnc2s1)c1cccs1
  14-3-3g Raf: -80
50: FC(F)Oc1ccccc1C1C=C(c2ccc(I)cc2)Nc2nnnn21 (stereo not drawn)
  14-3-3g Raf: 6
52: Cn1c2ccccc2c2n[nH]c(=S)nc21
  14-3-3g Raf: -3
57: COC(=O)c1ccccc1NC(=O)c1ccc(N2CC3CC(C2)c2cccc(=O)n2C3)c(NC(=O)c2ccncc2)c1 (stereo not drawn)
  14-3-3g Raf: -6
64: CC1=NC(C(F)(F)F)(C(F)(F)F)c2c(n(Cc3ccccc3)c(=O)[nH]c2=O)N1
  14-3-3g Raf: -8
65: CCc1ccc(-n2c(=O)c3c(C)c(C(=O)N(C)C)sc3n(CC(=O)Nc3cc(Cl)ccc3OC)c2=O)cc1
  14-3-3g Raf: -9
70: Cc1cc(N2CCOCC2)nc2ccc(NC(=O)CCC(=O)N3CCCC(C)C3)cc12 (stereo not drawn)
  14-3-3g Raf: -1&2
74: CCC(c1nnc(SCC(=O)N2CC(=O)Nc3ccccc32)n1Cc1ccccc1)N(C)C (stereo not drawn)
  14-3-3g Raf: -4

This is a subset (hit frequency here may not be typical).
